# From PubChem
# V1R ag counter = counter-screen for oxytocin receptor agonists: human V1a receptor agonists; AID 2797; 0.25% of 320,000 active; activation, % at 3 µM; P37288; CHO-V1R cells, Fluo-8 calcium fluorescence, agonist mode; 0% DMSO, 100% 3 nM vasopressin;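 active = activation above the mean activation of all tested compounds plus 3 SD, per screening run, cut at about 20% in these data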;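 note: signal is peak over basal fluorescence ratio across a 100 second FLIPR read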
# Target sequence (P37288 whole entry, looked up): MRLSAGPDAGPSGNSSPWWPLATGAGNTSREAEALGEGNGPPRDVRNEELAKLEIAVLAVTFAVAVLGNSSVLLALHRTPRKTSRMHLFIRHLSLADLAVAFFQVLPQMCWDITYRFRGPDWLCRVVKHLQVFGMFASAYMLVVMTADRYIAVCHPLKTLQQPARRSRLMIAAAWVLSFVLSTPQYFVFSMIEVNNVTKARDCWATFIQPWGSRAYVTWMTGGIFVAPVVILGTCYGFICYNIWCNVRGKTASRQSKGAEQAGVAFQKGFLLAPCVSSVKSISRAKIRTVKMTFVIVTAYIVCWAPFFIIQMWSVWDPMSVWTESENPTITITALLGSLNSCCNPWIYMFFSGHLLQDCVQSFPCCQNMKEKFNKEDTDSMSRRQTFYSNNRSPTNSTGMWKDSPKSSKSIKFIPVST
# M1 PAM parental = M1 PAM counterscreen hit in parental CHO-K1 cells. AID 602247. activation, % at 3 µM. 0.02% of 360,000 active. ATP EC20, Fluo-8 calcium fluorescence; 0% at ATP EC20, 100% at ATP max;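 active = activation above the run cutoff, the mean activation of all test compounds plus 3 SD, cut at about 40% in these data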;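 note: peak over basal fluorescence ratio in a 140 s read after ATP addition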
# TAAR1 antag = human TAAR1 antagonism | Q96RJ0 | CHO RD-HGA16 TAAR1, Fluo-8 calcium fluorescence, antagonist | inhibition, % at 3 µM | 1.5% of 360,000 active;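 active = inhibition above a per-plate cutoff, the mean inhibition of test compounds on that plate plus 3 SD, cut at about 49% in these data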;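 note: 0% = DMSO plus EC80 beta-PEA response and 100% = DMSO alone without agonist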
#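 System: RD-HGA16 CHO cells with stable hTAAR1 and Gα16 | Probe or stimulus: EC80 β-phenethylamine stimulus | Dosing: 3 µM, single point | Times: Dye loading 75 min at 37 °C, then 30 min room temperature | Measured by: Fluo-8 calcium-sensitive fluorescence | Read-out basis: % inhibition of agonist calcium response | Replicates: n of 1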
# CHO parental Ca = signal in parental CHO cells, OX1R antagonist counter-screen; parental CHO-K1, ATP-induced calcium, Fluo-8 fluorescence; inhibition, % at 5.6 µM; 0.63% of 330,000 active;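 active = inhibition above that plate's mean sample inhibition plus 3 SD, cut at about 26% in these data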;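 note: 0% = ATP-challenged DMSO wells and 100% = DMSO wells without ATP; some compounds past the cut are filed as inactive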
#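 Test system: untransfected parental CHO cell line; also added: ATP stimulus; dosing: 5.6 µM, single dose; signal: calcium-sensitive Fluo-8 fluorescence; measure: percent inhibition of ATP-evoked calcium rise, normalized to controls; benchmarks: low control ATP plus DMSO, high control DMSO only; replication: one well per compound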
# OXTR potentiate = potentiates the human oxytocin receptor response; P30559; CHO-OTR cells, Fluo-8 calcium fluorescence, potentiator mode; 0% = oxytocin EC15, 100% = EC100; activation, % at 3 µM; 0.061% of 320,000 active;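 active = activation above that plate's cutoff, the mean activation of tested compounds plus 3 SD, cut at about 6.6% in these data, passing the limit was not always enough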;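 note: 100% uses oxytocin at 75 nM as the full agonist control; some results filed as inactive read as strong as hits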
#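 Assay system: CHO cell line stably expressing human OTR | Also added: Oxytocin at about EC15, sub-maximal agonist stimulus | Times: Compound 6 min at room temperature before oxytocin, 100 s read | Measured by: Fluo-8 intracellular calcium fluorescence, ex 470-495, em 515-575 nm | Controls: EC15 oxytocin alone as 0%, 75 nM oxytocin as 100%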
# CHO-K1 Ca antag = M1 antagonist counterscreen hit in parental CHO-K1 cells. inhibition, % at 3 µM. 0.6% of 360,000 active. AID 602250. ATP-induced calcium, Fluo-8 fluorescence;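 active = inhibition above a per-plate cutoff, the plate's mean sample inhibition plus 3 SD, cut at about 24% in these data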;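 note: 0% = DMSO plus EC80 ATP and 100% = DMSO alone without ATP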
# M1 ag parental = nonselective activator or artifact in parental CHO-K1 cells | Fluo-8 calcium fluorescence; scaled to maximal ATP response, vehicle zero | activation, % at 3 µM | 0.48% of 360,000 active | AID 602248; in the data active = activation above about 15%;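 note: untransfected CHO-K1 host cells lacking M1 receptor as counterscreen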
# TAAR1 agonist = agonists of human TAAR1. activation, % at 3 µM. 0.99% of 360,000 active. CHO RD-HGA16 TAAR1, Fluo-8 calcium fluorescence; vehicle wells 0%, saturating PEA agonist 100%. Q96RJ0;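 active = activation above the mean activation of all test compounds in the run plus 3 SD, cut at about 38% in these data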
#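 Signal – calcium-sensitive Fluo-8 signal, excitation 470-495, emission 515-575 nm · System – RD-HGA16 (CHO) cells co-expressing Gα16 and hTAAR1 · Incubation – 17-24 h seeding, 75 min 37 °C dye, 30 min RT · Compound dosing – 3 µM single concentration · Repeats – no replicates (n 1)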
# M1 ag = activates human CHRM1 receptor; activation, % at 3 µM; P11229; CHO-K1 hM1, Fluo-8 calcium fluorescence, agonist mode; 0% DMSO, 100% acetylcholine EC100; 0.33% of 360,000 active;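 active = activation above the run's mean compound activation plus 3 SD, cut at about 16% in these data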;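 note: peak over basal fluorescence ratio within a 140 s kinetic read after compound addition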
# Target sequence (P11229 whole entry, looked up): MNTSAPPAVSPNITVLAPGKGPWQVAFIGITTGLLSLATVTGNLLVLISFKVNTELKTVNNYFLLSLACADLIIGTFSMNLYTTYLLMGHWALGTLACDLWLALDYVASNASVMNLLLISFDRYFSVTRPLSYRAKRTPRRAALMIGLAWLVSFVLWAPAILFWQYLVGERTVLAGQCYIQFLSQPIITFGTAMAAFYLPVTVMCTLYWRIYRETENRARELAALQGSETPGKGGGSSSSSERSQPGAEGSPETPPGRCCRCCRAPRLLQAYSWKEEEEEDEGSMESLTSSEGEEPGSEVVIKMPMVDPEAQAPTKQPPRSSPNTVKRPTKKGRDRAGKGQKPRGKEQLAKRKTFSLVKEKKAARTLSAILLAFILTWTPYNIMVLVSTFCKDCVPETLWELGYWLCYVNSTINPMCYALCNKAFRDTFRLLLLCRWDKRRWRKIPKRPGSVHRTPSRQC
# Starred values were filed as active, the others as inactive; . = no result given.
SMILES,V1R ag counter,M1 PAM parental,TAAR1 antag,CHO parental Ca,OXTR potentiate,CHO-K1 Ca antag,M1 ag parental,TAAR1 agonist,M1 ag
COC(=O)c1ccccc1S(=O)(=O)N(CCCO)Cc1cc2c(C)ccc(C)c2[nH]c1=O,0.1,9,19,-16,-5,-11,4.7,12,-8
Cc1cccc(C)c1NC(=O)c1ccc(-n2cnnn2)cc1,0.4,4,10,-17,-13,-4,0.5,3,-2
CCOCCn1[nH]c2ccccc2c1=O,0.2,-14,10,-9,-4,-1,0.0,1,-3
O=C(Cc1ccc(NC(=O)C2CCN(C(=O)c3ccccc3)CC2)cc1)Nc1cccc(C(=O)N2CCCC2)c1,.,20,-32,.,.,-11,0.0,-1,-6
COCCNC(=O)CN(c1ccc(C)cc1)S(=O)(=O)c1ccccc1,-0.5,4,8,1,6,-8,0.0,1,-4
COc1ccc(NC(=O)/C=C/c2ccccc2)c([N+](=O)[O-])c1,0.1,-12,46,18,-7,14,0.7,36,-4
COc1cccc(C(=O)OCC(=O)c2ccc(S(=O)(=O)N3CCCCC3)cc2)c1OC,.,9,-10,.,.,-3,3.2,2,-1
N#Cc1c(F)cccc1N1CCN(Cc2ccc3c(c2)OCO3)CC1,3.5,-20,-4,-28,-1,-15,1.2,0,-12
Cc1nnsc1-c1onc(C)c1C(=O)O/N=C/c1ccc(Cl)cc1,0.3,-3,0,-10,-3,-4,3.7,-1,-1
CC(=O)N1CCC(N(CCN2CCOCC2)C(=S)Nc2ccc(C)cc2)CC1,0.4,11,-12,-7,-5,-11,0.2,-2,-2

# A few values from the results shown.
# COC(=O)c1ccccc1S(=O)(=O)N(CCCO)Cc1cc2c(C)ccc(C)c2[nH]c1=O in TAAR1 agonist → 12
# CCOCCn1[nH]c2ccccc2c1=O in CHO-K1 Ca antag → -1

# Next entries follow:
SMILES,V1R ag counter,M1 PAM parental,TAAR1 antag,CHO parental Ca,OXTR potentiate,CHO-K1 Ca antag,M1 ag parental,TAAR1 agonist,M1 ag
Cc1cc(C)n2nc(SCC(=O)NC(=O)NCc3ccco3)nc2n1,0.9,21,18,-12,2,-5,0.5,8,-6
Cn1cc(CN(Cc2ccccc2)C[C@@H]2CCC(=O)N2)c(-c2ccccc2F)n1,-0.1,12,12,-14,-4,-9,0.4,6,-7
COc1ccc(CCNC(=O)c2noc3c2CCCC3)cc1OC,0.0,4,3,-17,-2,-11,2.0,11,-4
CC(=O)OCC(=O)C1(O)CCC2C3CC(C)C4=CC(=O)C=CC4(C)C3=CCC21C (configuration not stated),.,11,-2,.,.,-11,-0.2,0,-7
CCCCC(C(=O)O)C(C)CC(=O)Nc1nncs1 (configuration not stated),0.4,8,-12,-3,1,-7,0.6,8,-3
CC#CCN1c2ccccc2[C@]23C[C@@H](C(=O)OC)N(C(C)=O)C2=NC(C(=O)OC)=C(C(=O)OC)[C@H]13,-1.1,-14,-8,-21,-5,-4,-0.1,8,-3
COc1cc([N+](=O)[O-])c2nc(C=NNC(N)=S)ccc2c1,.,-1,22,.,.,2,0.2,1,-2
Cc1sc2ncn(CC(=O)NCCN(C)C)c(=O)c2c1S(=O)(=O)N1CCC(C)CC1,0.8,2,-13,-10,1,-8,0.7,-1,-6
CCOC(=O)CN1CC23C=CC(O2)C(C(=O)Nc2ccc(F)c(C)c2)C3C1=O (configuration not stated),0.3,15,-9,-6,-2,-5,0.1,6,-2
CN(C)S(=O)(=O)N1CCN(c2ccccc2)CC1,0.3,-11,-11,-3,-5,-14,0.4,6,8
CC1CCCCC1NC(=O)c1cc2ccccc2o1 (configuration not stated),-2.0,21,-10,-14,3,-1,-0.2,9,-7
Cc1nnc(NC(=O)CCS(=O)(=O)c2ccccc2)s1,0.8,11,-7,-5,-9,-12,0.3,-1,-4
Cc1nnc(SCC(=O)N2CCCCC2)s1,0.4,13,7,-2,-1,-9,0.3,6,-8
Cc1ccn2c(=O)c(C(=O)NC3CCCCC3C)c(O)nc2c1 (configuration not stated),0.8,-16,-10,-14,-4,-5,0.2,0,2
COc1ccccc1CC(NC(C)=O)C(=O)NC1CCN(C(=O)c2cccc(Cl)c2)CC1 (configuration not stated),0.7,27,-1,2,-4,-15,0.9,0,-5
Cc1ccc(NC(=S)Nc2cccc(S(=O)(=O)Nc3c(C)n(C)n(-c4ccccc4)c3=O)c2)cc1,-0.4,-13,-5,-11,-4,-7,-0.3,0,-6
CCOC(=O)C1=C(C)NC2=C(C(=O)C(C(=O)OCC)C(c3ccco3)C2)C1c1ccccn1 (configuration not stated),-0.6,3,8,-9,-3,-6,0.6,5,-6
CC(C(=O)NC1CCCC1)N(C(=O)Cn1nnc(-c2ccc(F)cc2)n1)c1ccccc1F (configuration not stated),4.7,-11,52*,-28,-15,6,5.7,19,-7
CCN1C(=O)[C@H]2[C@@H](c3ccc(-c4ccc(C(C)=O)cc4)c(OC)c3)N[C@@](Cc3ccccc3)(C(=O)OC)[C@H]2C1=O,0.3,-6,4,-22,0,-9,0.0,7,0
CCOC(=O)Cc1csc(NC(=O)c2sc3nc4c(C)cc(C)cc4cc3c2N)n1,0.5,11,29,-14,-1,-11,2.1,10,-1
COc1ccc(-c2ccccc2NC(=O)C2CCCN(Cc3ccc(C)o3)C2)cc1 (configuration not stated),3.2,-14,4,-25,-6,9,-0.4,0,8
Cc1cccc(OCC(=O)NCC(=O)N/N=C/c2ccc([N+](=O)[O-])cc2)c1,6.9,11,5,4,-13,17,11,5,-2
Cc1cc2c(cc(C(=O)O)n2C)s1,-0.5,7,0,-2,-13,-4,-0.2,8,-2
COc1ccc(NC(=O)C(CC(C)C)NS(=O)(=O)c2ccc3c(c2)CCN3C(C)=O)cc1OC (configuration not stated),-0.8,15,-2,-8,-5,-18,0.8,4,-10
C=CCN1C=C2C(=O)C(C)(OC(=O)c3cnc4ccccc4n3)C(=O)C=C2C=C1/C=C/COC (configuration not stated),-0.2,18,-6,-11,-3,-12,0.4,1,-8
O=C(Cc1ccc(F)cc1)N/N=C/c1ccncc1,0.9,-3,-9,-6,-4,11,-0.1,1,-5
CCOc1ccc(NC(=O)Nc2cc(C(=O)O)ccc2N2CC3CC(C2)c2cccc(=O)n2C3)cc1 (configuration not stated),0.2,-3,-2,-8,-7,1,-0.4,0,0
COc1cc2oc(=O)c(Br)c(C)c2c(OC)c1OC,-1.1,22,-16,-17,-8,-11,0.3,2,-5
CCC(C)C(NC(=O)c1ccccc1NC(=O)c1ccccc1)C(=O)O (configuration not stated),0.6,16,-15,-11,-3,-17,0.4,1,-3
CCS(=O)(=O)N1Cc2ccccc2CC1C(=O)Nc1cc(S(C)(=O)=O)ccc1Cl (configuration not stated),0.7,20,-11,-10,-4,3,5.6,0,-2

# By substructure: those above containing an aryl thioether with sulfur outside any ring.
SMILES,V1R ag counter,M1 PAM parental,TAAR1 antag,CHO parental Ca,OXTR potentiate,CHO-K1 Ca antag,M1 ag parental,TAAR1 agonist,M1 ag
Cc1cc(C)n2nc(SCC(=O)NC(=O)NCc3ccco3)nc2n1,0.9,21,18,-12,2,-5,0.5,8,-6
Cc1nnc(SCC(=O)N2CCCCC2)s1,0.4,13,7,-2,-1,-9,0.3,6,-8

# (cont.)
SMILES,V1R ag counter,M1 PAM parental,TAAR1 antag,CHO parental Ca,OXTR potentiate,CHO-K1 Ca antag,M1 ag parental,TAAR1 agonist,M1 ag
COc1cc(/C=C2/SC(=O)NC2=O)ccc1Oc1ccc([N+](=O)[O-])cc1[N+](=O)[O-],2.4,8,25,-1,-6,-2,0.9,24,-3
O=C(OCC(=O)N1CCCCC1)c1c[nH]c2ccccc12,0.8,-4,-7,-5,1,5,0.1,3,3
CCOc1ccc(N(CC(=O)Nc2nccs2)S(=O)(=O)c2c(C)[nH]c(=O)[nH]c2=O)cc1,1.9,-9,-11,-8,-14,4,-0.1,10,-2
O=C(NCc1ccc(/C=N\NC(=O)C(=O)Nc2ccccc2Br)o1)C(=O)Nc1ccccc1,0.7,6,-2,4,-12,8,0.2,1,-3
CCCCn1c(N)c(N(CC(C)C)C(=O)C2CC(=O)N(c3ccccc3C(C)CC)C2)c(=O)[nH]c1=O (configuration not stated),-1.0,-10,-18,-13,-1,-3,0.7,0,-1
CCc1c(C)nc2cc(-c3cc(OC)cc(OC)c3)nn2c1N1CCN(CCN2CCOCC2)CC1,0.9,-9,-9,-37,-10,-3,0.6,19,-2
CC(CN1CCOCC1)OC(=O)c1ccccc1Br (configuration not stated),-0.2,1,-8,-7,-2,3,0.2,-2,-3
O=C(Nc1ccc(NC(=O)c2ccco2)nc1)c1ccco1,1.4,-8,-1,-1,-1,-9,1.7,2,-4
COc1cccc(OCC(O)CN(CCO)Cc2ccccc2)c1 (configuration not stated),0.3,19,5,-14,-9,-15,0.4,2,-2
C=CCc1cc(Cl)ccc1OCCOCCN(C)C,-0.2,9,-2,2,-12,-12,1.5,3,-6
Cc1cccc(C(=O)Nc2oc(-c3ccccc3)cc2C#N)c1,4.6,1,49*,-8,-14,0,2.0,5,-4
COC(=O)c1scc(S(=O)(=O)c2ccccc2)c1N,0.6,5,-8,-13,-9,-14,2.6,8,-6
Cc1ccccc1NC(=O)CSc1nc2ncc(Cl)cc2[nH]1,9.2,5,-22,-29,1,0,-0.1,1,2
Cc1cc(NC(=O)c2ccc(-c3ccccc3F)o2)no1,-0.1,5,-11,-9,11,-9,0.1,3,-1
COc1cc(/C=N/N2CCN(Cc3ccc(C)cc3)CC2)cc(OC)c1O,1.1,9,-24,-15,-20,-2,0.3,3,0
Cc1cc(C(=O)COC(=O)c2ccc(CO)cc2)c(C)n1CC1COc2ccccc2O1 (configuration not stated),1.9,2,50*,2,-13,9,5.5,23,-3
CCCn1nnc(NC(=O)c2ccc(Br)o2)n1,0.8,-6,-3,-6,-8,13,-0.4,10,-4
O=C1NC(=S)N/C1=C\c1ccc(N2CCOCC2)cc1,0.4,5,8,19,1,9,0.1,6,-2
Cc1cc(C)c(NC(=O)CSc2nnc(Cc3cccn3C)n2-c2ccc(F)cc2)c(C)c1,-0.7,16,-27,-18,-2,-7,-0.1,5,-7
CCNC(=O)CC1SC(=Nc2cccc3ccccc23)N(C)C1=O (configuration not stated),-0.7,-10,1,-3,-6,18,-0.5,0,-7
Cc1ccc(S(=O)(=O)N(C)C)cc1NC(=O)COC(=O)C1CC1,8.1,-17,-8,-3,-5,-7,0.0,1,-1
COc1ccccc1NS(=O)(=O)c1cc(C(=O)NCc2cccnc2)ccc1C,2.0,-19,-7,-5,-4,-4,-0.2,4,1
O=C(Nc1ccccc1)c1[nH]ncc1[N+](=O)[O-],0.3,16,2,6,-12,-4,0.7,13,-3
